# ABHD5 PLIN5 PPI: ABHD5-PLIN5 interaction inhibitors, primary screen, cell lysate, split luciferase complementation, luminescence; Perilipin-5 (Homo sapiens) + 1-acylglycerol-3-phosphate O-acyltransferase ABHD5 (Homo …; Split G. princeps luciferase complementation, 4 h; inhibition, % at 4 µM; 0.78% of 360,000 active; AID 602281, 2012;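 active = inhibition above the mean inhibition across every tested compound plus 3 SD, cut at about 22% in these data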;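 also: 0% = DMSO only wells and the 100% control is not disclosed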
# MC4R barr agon: MC4R agonists recruiting beta-arrestin, primary screen, cell-based, luminescence, agonist arm of biased-ligand search. activation, % at 8.9 µM. 0.98% of 360,000 active. Melanocortin receptor 4 (Homo sapiens), P32245. U2OS MC4R beta-arrestin complementation; percent of melanotan II response, DMSO zero;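 active = activation above a per-plate cutoff, the mean activation of sample wells on that plate plus 3 SD, cut at about 8% in these data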
# Target sequence (P32245 whole entry, looked up): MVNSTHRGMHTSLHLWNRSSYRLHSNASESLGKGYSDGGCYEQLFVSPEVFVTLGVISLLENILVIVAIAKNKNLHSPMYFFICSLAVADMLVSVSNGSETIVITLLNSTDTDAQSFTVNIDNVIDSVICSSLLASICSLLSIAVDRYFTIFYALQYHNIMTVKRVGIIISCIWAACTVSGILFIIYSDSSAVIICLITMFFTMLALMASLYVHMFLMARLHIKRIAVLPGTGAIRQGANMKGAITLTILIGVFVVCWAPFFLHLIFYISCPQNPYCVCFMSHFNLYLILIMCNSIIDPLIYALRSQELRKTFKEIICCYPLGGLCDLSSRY
# NCOA2 inhibitor: inhibition of GAL4-SRC2 driven luciferase reporter, primary screen, SRC2 inhibitor project, cell-based, luminescence. Nuclear receptor coactivator 2 (Homo sapiens), Q15596. HEK293 GAL4-SRC2 luciferase reporter. inhibition, % at 9 µM. 0.17% of 370,000 active. AID 651957, 2012;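 active = inhibition above the mean inhibition of all tested compounds plus 3 SD, set per campaign, cut at about 52% in these data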;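 also: 0% = DMSO treated cells and 100% = cells given Gossypol at 36 µM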
# TLR9-MyD88 block: inhibitors of TLR9-MyD88 association in cells, primary screen, cell-based, CHO, BLA complementation, fluorescence; CCF4 FRET ratio; inhibition, % at 4.98 µM; 0.21% of 340,000 active; Toll-like receptor 9 (Homo sapiens) + Myeloid differentiation primary response protein …;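 active = inhibition above the mean over all tested compounds plus 3 SD, cut at about 21% in these data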;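 also: 0% = DMSO only wells and 100% = clavulanate BLA inhibitor control wells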
# MC4R antagonist: MC4R antagonists of cAMP signaling, primary screen, cell-based, TR-FRET, antagonist arm of biased-ligand search | 0.48% of 360,000 active | inhibition, % at 6.5 µM | Melanocortin receptor 4 (Homo sapiens), P32245 | MC4R-expressing cells, MTII-stimulated cAMP, LANCE TR-FRET;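 active = inhibition above its plate's cutoff, the mean of tested wells on that plate plus 3 SD, cut at about 29% in these data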;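 also: 0% = Melanotan II alone and 100% = Melanotan II plus saturating MCL0020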
#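 Test system: U2OS cells stably expressing human melanocortin 4 receptor (MC4R); also added: Melanotan II challenge; compound: 6.5 µM single dose; timing: 30-min compound preincubation, 1-h Melanotan II challenge, 1-h detection, room temperature; signal: Eu-cAMP/anti-cAMP TR-FRET, emission 671 nm; repeats: one well per compound, no replicates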
# LRH-1 inv ag: LRH-1 (NR5A2) inverse agonists, primary screen, cell-based, luminescence, HEK293T, StAR-luciferase reporter; Nuclear receptor subfamily 5 group A member 2 (Homo sapiens), O00482; inhibition, % at 3.6 µM; 0.13% of 360,000 active; LRH-1 transfected, 24 h; AID 602396, 2012;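 active = inhibition above the mean inhibition of all tested compounds plus 3 SD, cut at about 73% in these data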;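 also: 0% = DMSO wells and 100% = reporter-only cells lacking LRH-1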
# NR2F2 inh: NR2F2 transcriptional activity inhibitors, primary screen, cell-based, luciferase reporter, HEK293T, luminescence; 0.7% of 370,000 active; inhibition, % at 8.6 µM; HEK293T NGFI-A luciferase reporter;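 active = inhibition above a per-plate cutoff, mean inhibition of test wells between control levels plus 3 SD, cut at about 38% in these data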;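 also: cells cotransfected with COUP-TFII expression vector driving the NGFI-A reporter; 0% = median of COUP-TF2 test wells and 100% = reporter-only cells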
# EBV LMP1 NFkB: EBV LMP1-driven NF-kappaB luciferase reporter inhibitors, primary screen, cell-based, luminescence, single point; LMP1-induced NF-kappaB luciferase reporter cells; inhibition, % at 12.5 µM; 0.69% of 350,000 active; in the data active = inhibition above about 41%;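 also: 0% = neutral control wells and 100% = reference inhibitor control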
# SRC3 inh: SRC3 coactivator transcriptional activity inhibitors, primary screen, cell-based, luminescence; Nuclear receptor coactivator 3 (Homo sapiens), Q9Y6Q9; HEK293 GAL4-SRC3 luciferase reporter; inhibition, % at 3.6 µM; 0.17% of 360,000 active;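 active = inhibition above a per-campaign cutoff, the mean of all compounds plus 3 SD, cut at about 60% in these data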;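 also: 0% = DMSO-treated cells and 100% = gossypol-treated cells at 36 µM; higher means less SRC3-driven luciferase light from the GAL4 reporter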
# NOD2 RIPK2 PPI: NOD2-RIPK2 binding disruptors in cells, primary screen, fluorescence, CHO cells, BLA complementation; AID 624267, 2012; inhibition, % at 4.98 µM; CCF4 ratio; 0.38% of 360,000 active; in the data active = inhibition above about 21%;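 also: 0% = vehicle only and 100% = reference blocker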
# Target sequence (O43353 whole entry, looked up): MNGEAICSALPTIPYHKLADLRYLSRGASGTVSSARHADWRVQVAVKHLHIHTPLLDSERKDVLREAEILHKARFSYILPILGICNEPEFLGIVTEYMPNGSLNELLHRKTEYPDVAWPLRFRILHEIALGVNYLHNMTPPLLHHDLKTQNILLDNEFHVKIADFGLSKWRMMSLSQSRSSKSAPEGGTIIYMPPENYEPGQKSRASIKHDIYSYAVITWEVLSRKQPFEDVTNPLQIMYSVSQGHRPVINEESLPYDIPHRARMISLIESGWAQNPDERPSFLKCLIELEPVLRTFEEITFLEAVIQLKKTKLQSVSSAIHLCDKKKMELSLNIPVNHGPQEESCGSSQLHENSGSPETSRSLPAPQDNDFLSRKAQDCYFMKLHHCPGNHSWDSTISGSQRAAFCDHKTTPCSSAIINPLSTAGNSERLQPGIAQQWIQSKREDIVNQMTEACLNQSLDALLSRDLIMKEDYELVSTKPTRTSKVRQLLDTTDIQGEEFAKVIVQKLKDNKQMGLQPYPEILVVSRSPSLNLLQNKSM
# SRC1 inh: SRC1 coactivator transcriptional activity inhibitors, primary screen, cell-based, luminescence. Nuclear receptor coactivator 1 (Homo sapiens), Q15788. inhibition, % at 3.6 µM. 0.12% of 360,000 active. AID 588354, 2011. HEK293 GAL4-SRC1 luciferase reporter;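 active = inhibition above the campaign mean plus 3 SD, with each screening campaign given its own cutoff, cut at about 60% in these data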;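 also: 0% = DMSO treated cells and 100% = gossypol at 36 µM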
# * hit, by the source's call; x = no result given.
no.	ABHD5 PLIN5 PPI	MC4R barr agon	NCOA2 inhibitor	TLR9-MyD88 block	MC4R antagonist	LRH-1 inv ag	NR2F2 inh	EBV LMP1 NFkB	SRC3 inh	NOD2 RIPK2 PPI	SRC1 inh	SMILES
1	-3	-0.6	13	11	-1	-2	13	-5	-14	5	-1	CC(=O)N1CCN(CC(O)Cn2c3ccccc3c3ccccc32)CC1 (stereo not given)
2	-2	1.8	-39	-16	9	-162	-48	-19	-106	6	-108	Cn1cccc1C(=O)C(=O)Nc1ccc(Cl)cc1
3	-3	-1.1	x	-7	9	-1	x	4	2	-2	0	O=C(Cc1c(O)c2ccccc2[nH]c1=O)NCc1ccccc1
4	-3	1.1	3	7	6	-10	10	-2	0	-5	-3	O=S(=O)(Cc1ccccc1)N1CCCC(c2nc(-c3ccc(F)cc3)no2)C1 (stereo not given)
5	-9	2.7	3	8	6	-12	4	2	-20	-4	-7	CCC(C)(C)C1CCc2[nH]nc(C(=O)NCc3ccc(Cl)cc3)c2C1 (stereo not given)
6	12	0.0	-4	x	0	-5	-5	x	-7	2	8	COc1cc(C(=O)N2CCCC(C)(C(=O)NS(=O)(=O)C3CC3)C2)cc(OC)c1OC (stereo not given)
7	-5	0.0	-12	-2	0	-2	-24	2	3	6	10	O=C(O)c1cccc(N2C(=O)CSC2c2ccccc2)c1 (stereo not given)
8	-24	0.0	-9	7	20	7	-24	0	22	-9	-5	O=C(CNC(=O)c1cccs1)NCC(=O)OCC(=O)c1ccc([N+](=O)[O-])cc1
9	1	-0.6	21	-16	17	13	19	4	-8	-8	18	CCOc1ccccc1Nc1ncnc2ccc(Br)cc12
10	1	-0.6	15	0	0	-4	-10	-1	-1	3	1	Cc1ccc(S(=O)(=O)N2CCC(=O)N(C(CO)C(C)C)CC2)cc1 (stereo not given)
11	5	-0.7	9	2	8	-9	4	2	14	-5	7	Cc1cc(Nc2ccc(Br)cc2)n2nc(C)nc2n1
12	-2	-0.5	-17	-8	-4	-6	2	-9	2	-7	-8	CC(C)(C)NC(=O)N1CCC(CO)(Cc2ccccc2Cl)CC1
13	-7	0.1	-64	8	14	-71	-3	-53	-2	-4	-46	Cc1cc(C(=O)Nc2ccc(Cl)cc2)c(C)n1Cc1cccs1
14	-4	-2.4	-44	0	-5	-79	-2	-32	-91	3	-95	CCCc1ccc(OCc2ccc(C(=O)NN)o2)c(OC)c1
15	-12	-1.0	-1	1	11	1	-3	-2	-34	-1	-12	CNC(=O)C1CC(=O)N(CCc2ccc(C)cc2)C1 (stereo not given)
16	-8	-0.9	-55	7	-2	-144	-57	-13	-89	-4	-195	Cc1ccc(Cc2cnc(NC(=O)C3CCCO3)s2)cc1 (stereo not given)
17	-3	1.0	17	-3	9	1	17	1	12	17	-17	CC1(C)CC2CC(C)(CN2c2ncnc3ccc(Br)cc23)C1 (stereo not given)
18	4	-2.1	-11	5	2	-6	-5	-10	10	-2	-6	COc1ccc2[nH]c(CN3CCN(C(C)C)C(CCO)C3)c(C)c2c1 (stereo not given)
19	-1	-1.8	-33	0	3	4	16	-6	14	-1	4	COCCN1C(=O)c2ccccc2C(C(=O)N2CCN(c3ccccc3)CC2)C1c1ccc(F)cc1 (stereo not given)
20	1	0.3	-5	-11	2	13	8	-4	7	-2	10	CN(C)S(=O)(=O)c1ccc2c(c1)c(=O)c(C(=O)NCCCN1CCCCCC1)cn2C
21	-24	0.0	x	-6	6	-91	x	-46	-47	1	-60	Clc1cccc(N=C2NN=C(c3ccc4c(c3)OCCO4)CS2)c1
22	9	-0.9	7	-2	6	-2	3	6	5	-8	-3	O=C(O)c1cccc(NC(=O)c2ccc3c(c2)C(=O)N(CC2CCCO2)C3=O)c1 (stereo not given)
23	1	-3.3	-2	5	1	8	25	-7	-3	-3	-9	COc1cccc(/C(C)=N/Nc2ccc(S(=O)(=O)N3CCCCC3)cn2)c1
24	4	-0.8	-11	x	19	-8	-9	x	-3	12	-9	CC(=O)Nc1ccc(NC(=O)C2Cc3c(-c4ccc(Cl)cc4)ccnc3O2)cc1 (stereo not given)
25	12	-5.2	22	8	2	2	20	-6	-4	-3	-31	CCN(C(=O)COC(=O)c1ccco1)c1cccc2ccccc12
26	10	-4.4	5	-15	7	9	2	4	2	6	6	C=CCn1cc(CN2CCC(C(=O)Nc3cccc(-c4cccc(F)c4)c3)CC2)c(C)n1
27	2	-2.1	-17	-2	-1	3	-19	-9	-28	3	-6	O=C(COC(=O)C1=COCCO1)Nc1ccccc1
28	-3	-1.9	-44	-14	0	-91	-24	-19	-18	4	-45	CCOCC(=O)Nc1nnc(C2CCCCC2)s1
29	7	1.2	6	8	13	12	4	2	11	-2	-1	Cc1ccc2nc(-c3cccnc3)c(NC3CCCCC3)n2c1
30	3	-0.2	-22	10	-3	16	12	-7	-14	-7	-1	O=C(O)C1C2C=CC(C2)C1C(=O)NCc1ccc2c(c1)OCO2 (stereo not given)
31	1	-0.7	4	5	-4	18	-6	-2	8	-11	-2	Cc1cc(Br)c(NC(=O)Cn2c([N+](=O)[O-])cnc2C)cc1C
32	7	1.4	-7	1	13	10	-15	-10	0	6	-2	Cc1ccc(C(=O)NNC(=O)C2CCN(c3nc(C)cc(C)n3)CC2)cc1
33	0	-1.5	1	14	1	-6	-21	2	15	-3	-8	O=C(CSc1n[nH]c(=O)[nH]c1=O)Nc1ccccc1C(=O)c1ccccc1
34	13	3.3	-12	3	-5	0	-27	1	11	-9	13	Cc1cccc(C)c1NC(=O)c1cccc2c1-c1ccccc1C2=O
35	3	-1.0	13	-8	6	8	5	4	-2	-3	10	Fc1cc(F)c(NC(=S)N2CCOCC2)c(F)c1
36	8	-1.7	7	-1	4	-16	18	-1	-19	2	-6	CCN(CC)C(=O)CC(c1ccccc1)c1ccco1 (stereo not given)
37	1	2.5	-8	-1	4	9	4	-1	17	-4	-6	CCCCC(CC)CNC(=O)c1ccc2c(c1)OCO2 (stereo not given)
38	-2	-1.7	-51	-10	6	-12	2	6	3	8	0	Cc1ccc(C(=O)N2CCN(C)CC2)cc1[N+](=O)[O-]
39	-7	-1.8	10	-12	-3	4	-10	-9	-16	4	-6	O=c1ccn(C2CCCO2)c(=O)[nH]1 (stereo not given)
40	4	-1.5	5	1	0	-2	10	8	1	5	-22	COc1ccc(NC(=O)CN(C)C(=O)C2=NN(c3ccccc3)C(=O)CC2)cc1
41	16	3.3	14	-11	1	2	-19	-17	-23	-4	-14	COc1cccc2sc(N(CCN(C)C)C(=O)c3ccc4c(c3)CCCC4)nc12
42	10	-0.8	-11	-4	6	-17	-2	6	-10	6	-29	Nc1ccn([C@@H]2O[C@H](CNCc3ccc(C#CCCO)cc3)[C@@H](O)[C@H]2O)c(=O)n1
43	1	-1.5	-13	-50	7	19	1	-26	-7	4	-8	O=C(NC(=S)Nc1ccc(Br)cc1F)C1CCCCC1
44	8	1.2	-5	-20	9	5	-12	10	11	1	10	Cc1ccc(S(=O)(=O)Nc2c(NC3CCCCC3)c3ccccc3oc2=O)cc1
45	0	-1.7	14	9	2	9	-2	2	6	-2	-3	NC(=O)CC(NC(=O)Cc1ccc(Cl)cc1)c1ccc(NCCc2ccccc2F)c([N+](=O)[O-])c1 (stereo not given)
46	51*	0.2	-3	6	-8	37	2	11	20	-7	-10	Oc1cc(NCCN2CCOCC2)cc2cccnc12
47	-1	-0.5	16	-2	13	-18	8	1	8	1	15	COc1ccc(OC)c(NC(=S)NCCN2CCOCC2)c1
48	4	-0.6	-14	-1	7	-75	-16	-13	-35	-5	-44	CCS(=O)(=O)N1Cc2ccccc2CC1C(=O)Nc1ccc(C)cc1 (stereo not given)
49	3	-1.3	-3	5	-8	-4	-5	-1	-2	-14	0	CC1CCN(C(=O)Cn2nnc(-c3ccc([N+](=O)[O-])cc3)n2)CC1

# Quoted at random: 7 records from the list
no.	ABHD5 PLIN5 PPI	MC4R barr agon	NCOA2 inhibitor	TLR9-MyD88 block	MC4R antagonist	LRH-1 inv ag	NR2F2 inh	EBV LMP1 NFkB	SRC3 inh	NOD2 RIPK2 PPI	SRC1 inh	SMILES
44	8	1.2	-5	-20	9	5	-12	10	11	1	10	Cc1ccc(S(=O)(=O)Nc2c(NC3CCCCC3)c3ccccc3oc2=O)cc1
46	51*	0.2	-3	6	-8	37	2	11	20	-7	-10	Oc1cc(NCCN2CCOCC2)cc2cccnc12
43	1	-1.5	-13	-50	7	19	1	-26	-7	4	-8	O=C(NC(=S)Nc1ccc(Br)cc1F)C1CCCCC1
48	4	-0.6	-14	-1	7	-75	-16	-13	-35	-5	-44	CCS(=O)(=O)N1Cc2ccccc2CC1C(=O)Nc1ccc(C)cc1 (stereo not given)
42	10	-0.8	-11	-4	6	-17	-2	6	-10	6	-29	Nc1ccn([C@@H]2O[C@H](CNCc3ccc(C#CCCO)cc3)[C@@H](O)[C@H]2O)c(=O)n1
37	1	2.5	-8	-1	4	9	4	-1	17	-4	-6	CCCCC(CC)CNC(=O)c1ccc2c(c1)OCO2 (stereo not given)
47	-1	-0.5	16	-2	13	-18	8	1	8	1	15	COc1ccc(OC)c(NC(=S)NCCN2CCOCC2)c1

# Source: PubChem BioAssay (several laboratories)

# These rows are one share of the data; rates above refer to the full screens.
